# Screening data: PubChem, National Center for Advancing Translational Sciences (NCATS)
# FBPA coupling cs: coupling enzyme interference in Giardia aldolase counter-screen; coupling enzyme system counterscreen, AmpLite Red fluorescence; activity change, negative = inhibition, % at 58.2 µM, hits read low; actives 0.67% (n = 290,000); AID 2472; in the data active = activity change below about -30%
#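 Compounds tested against the coupling enzymes alone at 57.5 uM final; readout was AmpLite Red fluorescence (525/598 nm) after 20 min at RT.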
# The depositor's hits bear a star; & = joins results of further samples. % is scaled to controls: 0 for no effect and ±100 for the full control effect. The list is partial; count on the stated rates, not on these rows.
# Start of the data: the first 4 entries, to show the layout:
SMILES,FBPA coupling cs
CC[C@H](C)[C@H](NC(=O)[C@H](CCC(=O)O)NC(=O)CNC(=O)[C@@H](NC(=O)[C@@H]1CCCN1C(=O)[C@@H](NC(=O)[C@@H]1CCCN1C(=O)[C@@H]1CCCN1C(=O)[C@H](CC(N)=O)NC(=O)[C@H](CC(N)=O)NC(=O)[C@@H](NC(=O)[C@H](CCSC)NC(=O)[C@H](Cc1c[nH]c2ccccc12)NC(=O)CNC(=O)[C@@H](NC(=O)[C@H](CCC(N)=O)NC(=O)[C@@H](N)CCC(=O)O)[C@@H](C)CC)[C@@H](C)O)[C@@H](C)CC)C(C)C)C(=O)O,1
O=C(/C=C/C(=O)Oc1ccccc1C(=O)O)Oc1ccccc1C(=O)O,0
N=C(C[C@@H](O)COc1ccccc1-c1ccccc1)N1CCCCC1,0
CN1CCN(c2ncnc3ccc(-c4ccccc4C#N)cc23)CC1,1

# This part in full, repeating the preview:
SMILES,FBPA coupling cs
CC[C@H](C)[C@H](NC(=O)[C@H](CCC(=O)O)NC(=O)CNC(=O)[C@@H](NC(=O)[C@@H]1CCCN1C(=O)[C@@H](NC(=O)[C@@H]1CCCN1C(=O)[C@@H]1CCCN1C(=O)[C@H](CC(N)=O)NC(=O)[C@H](CC(N)=O)NC(=O)[C@@H](NC(=O)[C@H](CCSC)NC(=O)[C@H](Cc1c[nH]c2ccccc12)NC(=O)CNC(=O)[C@@H](NC(=O)[C@H](CCC(N)=O)NC(=O)[C@@H](N)CCC(=O)O)[C@@H](C)CC)[C@@H](C)O)[C@@H](C)CC)C(C)C)C(=O)O,1
O=C(/C=C/C(=O)Oc1ccccc1C(=O)O)Oc1ccccc1C(=O)O,0
N=C(C[C@@H](O)COc1ccccc1-c1ccccc1)N1CCCCC1,0
CN1CCN(c2ncnc3ccc(-c4ccccc4C#N)cc23)CC1,1
O=c1cnc2cnc(Nc3ccccc3)nc2n1Cc1ccc(F)cc1,5
COc1ccc(C(=O)N2CCC3(CCCN(C(=O)Nc4cccc(F)c4)C3)CC2)cc1,2
Cc1ccc(OC2C(O)COC2/C=C/C#Cc2ccc(C(C)(C)C)cc2)cc1 (centres undefined),-3&0
C/C(Nc1ccc2oc(=O)ccc2c1)=C1/C(=O)CC2[C@@H]1C2(C)C (some centres undefined),-10
CC(C)CN1CCCC2(CCN(C(=O)c3csnn3)CC2)C1,1
COc1ccc(Oc2ncc3nc(-c4ccccc4)c(=O)n(C4CC4)c3n2)cc1,0
CSCC[C@@H]1NC(=O)C/C=C\[C@@H](C)COC(=O)[C@@H](CCSC)NC(=O)C/C=C\[C@@H](C)COC1=O,0
O=C(O)c1ccc(-c2ccccc2C(F)(F)F)s1,8
COc1ccc(C(=O)[C@]2(C)C=C(c3ccc(OC)cc3)[C@H](C)C2)cc1,3
CC[C@H](C)[C@H](NC(=O)[C@H](C)NC(=O)[C@H](CC(N)=O)NC(=O)[C@H](CCCCN)NC(=O)[C@H](Cc1ccccc1)NC(=O)[C@H](CC(C)C)NC(=O)[C@@H](NC(=O)[C@@H](NC(=O)[C@H](CC(C)C)NC(=O)[C@@H]1CCCN1C(=O)[C@@H](NC(=O)[C@H](CCC(N)=O)NC(=O)[C@H](CO)NC(=O)[C@H](CCCCN)NC(=O)[C@H](CCC(=O)O)NC(=O)[C@H](CO)NC(=O)[C@@H](NC(=O)[C@H](CCSC)NC(=O)[C@H](Cc1ccccc1)NC(=O)CNC(=O)CNC(=O)[C@@H](N)Cc1ccc(O)cc1)[C@@H](C)O)[C@@H](C)O)C(C)C)[C@@H](C)O)C(=O)N[C@H](C(=O)N[C@@H](CCCCN)C(=O)N[C@@H](CC(N)=O)C(=O)N[C@@H](C)C(=O)N[C@@H](Cc1ccc(O)cc1)C(=O)N[C@@H](CCCCN)C(=O)N[C@@H](CCCCN)C(=O)NCC(=O)N[C@@H](CCC(=O)O)C(=O)O)[C@@H](C)CC,0
CCNc1ncc2nc(-c3cccs3)c(=O)n(Cc3ccc(F)cc3)c2n1,1
COc1ccccc1-c1oc2ccccc2c(=O)c1OC,2
CCCCCCC#CC1C=CC(OC(=O)OCC)C(COC(=O)OCC)O1 (centres undefined),-1
COC(=O)N1CCC2(CCCN(Cc3ccccc3)C2)CC1,1
COC1=CC(C)C2CC3OC(=O)CC4C(C)=C(OC)C(=O)C([C@]2(C)C1=O)[C@]34C (some centres undefined),2
COC(=O)[C@H](Cc1ccccc1)NC(=O)[C@@H](C)CO,-3

# Shown tab-delimited: part of the list above.
SMILES	FBPA coupling cs
O=c1cnc2cnc(Nc3ccccc3)nc2n1Cc1ccc(F)cc1	5
O=C(O)c1ccc(-c2ccccc2C(F)(F)F)s1	8
N=C(C[C@@H](O)COc1ccccc1-c1ccccc1)N1CCCCC1	0

# (more compounds)
SMILES,FBPA coupling cs
CCOC(=O)CCCCC1=CC2=CC(=O)C(C)(O)C(=O)C2=CO1 (centres undefined),-1
O=C(Oc1ccccc1)N1CCC2(CCCN(c3ccncc3)C2)CC1,2
CS(=O)(=O)N1CCC[C@@]2(CCN(C(=O)Nc3cccc(F)c3)C2)C1,1
O=C(c1ccncc1)N1CCC2(CCCN(c3ccc(-c4ccccc4)cc3)C2)CC1,0
CCCCCCCCCCCCC/C=C/[C@@H](O)[C@H](COP(=O)([O-])OCC[N+](C)(C)C)NC(=O)CCCCCCCCCCCCCCCCC,5
CC1=C(C2=C(C)C(C(C)C)C3=C(C(=O)C(O)C3O)C2O)C(O)C2=C(C(O)C(O)C2=O)C1C(C)C (centres undefined),-3
CC1(OC(=O)c2cccs2)C(=O)C=C2C=C(c3ccc(C#N)cc3)OC=C2C1=O (centres undefined),-2&0
CCOc1ccccc1-c1nnc2n1N=C(c1ccc(OC)cc1)CS2,-1
CN(Cc1ccccc1)C(=O)[C@H](Cc1ccc2ccccc2c1)NC(=O)[C@@H]1CCCN1C(=O)Nc1ccccc1[N+](=O)[O-],0
COCCNc1cc(-c2ccccc2C)ncn1,2
Nc1nc(=S)c2ncn([C@H]3O[C@@H](CO)[C@@H](O)[C@@H]3O)c2[nH]1,2
O=C(NC1CCCC1)O[C@@H]1C(=O)c2cc(Br)ccc2O[C@H]1c1ccc2c(c1)OCO2,1
Clc1ccccc1-c1cc(NCc2ccccc2)ncn1,-2
CC(C)NC(=O)N1CC[C@@]2(CCCN(C(=O)c3ccco3)C2)C1,0
O=C(c1ccncc1)N1CCC2(CC1)CCN(c1ccncc1)CC2,1
CC(=O)OCC1OC(c2ccc3c(c2)OCO3)C=CC1OC(C)=O (centres undefined),0
CC(=O)OC1CC2C(C)(C)C(=O)CC[C@]2(C)C2CC[C@]3(C)C(=CC(=O)OC3c3ccoc3)[C@]12C (some centres undefined),0
COCC(=O)N1CCC2(CCN(Cc3ccccc3OC)CC2)CC1,0
CSCC[C@H](NC(=O)[C@H](CO)NC(=O)[C@H](Cc1ccc(O)cc1)NC(=O)[C@@H](N)CO)C(=O)N[C@@H](CCC(=O)O)C(=O)N[C@@H](Cc1cnc[nH]1)C(=O)N[C@@H](Cc1ccccc1)C(=O)N[C@@H](CCCNC(=N)N)C(=O)N[C@@H](Cc1c[nH]c2ccccc12)C(=O)NCC(=O)N[C@@H](CCCCN)C(=O)N1CCC[C@H]1C(=O)N[C@H](C(=O)NCC(=O)N[C@@H](CCCCN)C(=O)N[C@@H](CCCCN)C(=O)N[C@@H](CCCNC(=N)N)C(=O)N[C@@H](CCCNC(=N)N)C(=O)N1CCC[C@H]1C(=O)N[C@H](C(=O)N[C@@H](CCCCN)C(=O)N[C@H](C(=O)N[C@@H](Cc1ccc(O)cc1)C(=O)N1CCC[C@H]1C(=O)O)C(C)C)C(C)C)C(C)C,5
C/C(CCC(=O)OC[C@@H]1O[C@H](C#Cc2ccccc2)C=C[C@@H]1Oc1ccc(C)cc1)=N/OC[C@@H](O)[C@H]1O[C@H]2OC(C)(C)O[C@H]2[C@@H]1O,2
CCCCCCCCCCCCCCCC(=O)NC(C)C(=O)O (centres undefined),-1
c1ccc(-c2nc(-c3cccc4ccccc34)c(Nc3ccc4ccccc4c3)o2)cc1,-2
O=C(c1ccncc1)N1CCC[C@@]2(CCN(c3ncccn3)C2)C1,-1
C=CCOC(=O)N[C@H](c1ccco1)C(C(C)=O)C(C)=O,-3
COc1ccc(C(=O)Oc2ccc3c(-c4ccc(OC)cc4)cc(=O)oc3c2)cc1,2
CCCCC/C=C\C/C=C\C/C=C\C/C=C\CCCCCC(=O)NC(C)C(=O)O (centres undefined),2
Cc1cccc(CNc2ncncc2-c2cccnc2)c1,4
C#CCCCCCCCCCCCC(=O)CC(O)COC(C)=O (centres undefined),-2
COC(=O)NC(/C(C(=O)OC)=C(\C)NCc1ccccc1)c1ccc(Cl)cc1 (centres undefined),-1
CSCCC(N)C(=O)NC(CC(C)C)C(=O)NC(Cc1ccccc1)C(=O)O (centres undefined),3
COCCNc1ccnc(-c2ccccc2C(F)(F)F)n1,2
CC[C@@]12C=C(/C=C/c3ccccc3)[C@](CC)(C1)[C@H](c1ccccc1)CC2=O,1
c1ccc(-c2nc(-c3cccs3)c(NC3CCCCC3)o2)cc1,2
CC(C)C[C@@H](CC(=O)N[C@H](CC(=O)N[C@@H]1CCNC[C@H]1C(=O)N[C@H](CC(=O)N[C@@H](CCC(=O)O)CC(=O)O)Cc1ccccc1)C(C)C)NC(=O)[C@@H]1CNCC[C@H]1N,-1
N[C@@]1(C(=O)O)CN[C@H](C(=O)O)C1,5
CN1CCN(c2cc(-c3ccoc3)ncn2)CC1,2
Cn1c(=O)c(-c2ccc(Cl)cc2)nc2cnc(Oc3ccccc3)nc21,-1
N#CCCn1c(=O)c(CCc2ccccc2)nc2cnc(Oc3ccccc3)nc21,2
COc1ccc(NC(=O)N2CC3(CCN(C(=O)c4cc(C(F)(F)F)cc(C(F)(F)F)c4)CC3)C2)cc1,0
CCN(CC)CCSC(=O)C(c1ccccc1)c1ccccc1,-2

# Fetched by compound from the entries so far, 3 records:
SMILES,FBPA coupling cs
COC(=O)NC(/C(C(=O)OC)=C(\C)NCc1ccccc1)c1ccc(Cl)cc1 (centres undefined),-1
CC(C)CN1CCCC2(CCN(C(=O)c3csnn3)CC2)C1,1
C/C(CCC(=O)OC[C@@H]1O[C@H](C#Cc2ccccc2)C=C[C@@H]1Oc1ccc(C)cc1)=N/OC[C@@H](O)[C@H]1O[C@H]2OC(C)(C)O[C@H]2[C@@H]1O,2

# Following part
SMILES,FBPA coupling cs
CCCCC/C=C\C/C=C\CCCCCCCC(=O)NC(C)C(=O)O (centres undefined),1
COc1cccc(-c2cc(NCc3ccccc3)ncn2)c1,0
O=C(Oc1ccccc1)N1CCC2(CC1)CCN(c1ccccc1)CC2,2
C=C1CCC(O)C/C1=C\C=C1/CCCC2(C)C1CCC2C(C)/C=C/C(C)C(C)C (centres undefined),-3
CN(C)c1ncc2nc(-c3ccccc3)c(=O)n(C3CC3)c2n1,2
COc1ccc(NC(=O)N2CCCC3(CCN(C(=O)c4cnccn4)CC3)C2)cc1,1
C=C1/C(=C\C=C2\CCCC3(C)C2CCC3C(C)/C=C/C(O)C2CC2)CC(O)CC1O (centres undefined),0
COc1c2ccoc2nc2c(OC)c(O[C@@H]3O[C@H](C)[C@@H](O)[C@@H](O)[C@H]3O)ccc12,0
Cc1c(CC(C)(C)C(=O)O)n(Cc2ccc(Cl)cc2)c2ccc(F)cc12,14
COC(=O)c1c(OC)cc2c(c1C)Oc1c(Cl)c(OC(C)=O)c(Cl)c(C)c1C(=O)O2,3
COc1ccc2c(c1)C(=O)[C@H](OC(=O)Nc1ccc(C)c(Br)c1)[C@@H](c1ccc(OC)c(Br)c1)O2,5
CNC(=S)NCCCCc1cnc[nH]1,0
COC(=O)NC(c1cccc(C)c1)[C@]1(C(C)=O)CCOC1=O (some centres undefined),-4
C=C(C)[C@H]1CC=C(CO)CC1,5
N#CCCn1c(=O)c(-c2ccc(F)cc2)nc2cnc(N3CCNCC3)nc21,1
OC[C@H]1NC[C@@H](O)[C@@H](O)[C@H]1O,5
CCOc1ccc(-c2nc3ccc(-c4nc5ccc(N6CCN(C)CC6)cc5[nH]4)cc3[nH]2)cc1,-2
CCCCC#CC1C=CC(Oc2ccc(OC)cc2)C(CO)O1 (centres undefined),0
